From PubChem BioAssay
KB-3-1 cytotox = qHTS assay for MDR1-selective chemotherapeutics: Primary screen using the parental adenocarcinoma cell KB-3-1 | KB-3-1 viability, CellTiter-Glo ATP luminescence, 72 h | Potency, µM (top dose mostly 46.1 µM), for the others: at the highest dose activity change, negative = cytotoxic, usual class: cytotoxic | 400,000 compounds, 1.4% hits | AID 1347075, 2019; note: potency is the fitted concentration of half-maximal effect; % is set by controls: 0 for no effect and ±100 for the full control effect; nearly all actives have a fitted effect of over 60% in size
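Cells are dispensed, compounds pinned in, plates held at 37 °C for 72 h, then CellTiter-Glo is added and luminescence read after 10 minutes. Cell line: parental KB-3-1 in phenol-red-free DMEM, 10% FBS.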
ATXN2 expr inh = Primary qHTS for Inhibitors of ATXN expression; 360,000 compounds, 0.72% hits; HEK-293 ATXN2-luciferase reporter, luminescence, 24 h; Potency, µM (highest dose often 57 µM), inactives show top-dose activity change, negative = inhibition, usual class: inhibitors; note: potency is the fitted concentration of half-maximal effect; % is set by controls: 0 for no effect and ±100 for the full control effect; nearly all actives have a fitted effect of over 55% in size
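qHTS (up to 57 uM final) was run with 24 h compound exposure of reporter cells at 37 °C. Each well was multiplexed: SteadyGlo luminescence measured ATXN2-luciferase expression after a fluorogenic Gly-Phe-AFC viability readout (25 uM final).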
HT1080 IDH1KD tx = qHTS for induction of synthetic lethality in tumor cells producing 2HG: qHTS for the HT-1080-IDH1KD cell line. HT-1080 IDH1 knockdown viability, ATP luminescence, 48 h. Potency, µM (highest dose often 46.1 µM), inactives show at the highest dose activity, negative = toxicity, actives largely listed as cytotoxic. 360,000 compounds, 2% hits. AID 686971, 2013;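 note: potency is the fitted concentration of half-maximal effect; 0% = DMSO wells and -100% = cell-free medium wells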
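CellTiter-Glo luminescence after 48 h compound exposure at 37 degrees C of IDH1-knockdown HT-1080 cells in 5% FBS RPMI. %Activity scaled between DMSO wells and cell-free media wells, with curves fitted and assigned curve classes.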
WRN inhibitor = qHTS for Inhibitors of WRN Helicase; Bifunctional 3'-5' exonuclease/ATP-dependent helicase WRN (Homo sapiens), Q14191; WRN helicase unwinding, fluorescent forked duplex, kinetic; AID 651768, 2012; 360,000 compounds, 0.46% hits; Potency, µM (top dose mostly 114 µM), for the others: at the top dose activity change, negative = inhibition, usual class: inhibitors; note: potency is the fitted concentration of half-maximal effect; % is set by controls: 0 for no effect and ±100 for the full control effect; nearly all actives have a fitted effect of over 55% in size
Target sequence (Q14191 whole entry, looked up): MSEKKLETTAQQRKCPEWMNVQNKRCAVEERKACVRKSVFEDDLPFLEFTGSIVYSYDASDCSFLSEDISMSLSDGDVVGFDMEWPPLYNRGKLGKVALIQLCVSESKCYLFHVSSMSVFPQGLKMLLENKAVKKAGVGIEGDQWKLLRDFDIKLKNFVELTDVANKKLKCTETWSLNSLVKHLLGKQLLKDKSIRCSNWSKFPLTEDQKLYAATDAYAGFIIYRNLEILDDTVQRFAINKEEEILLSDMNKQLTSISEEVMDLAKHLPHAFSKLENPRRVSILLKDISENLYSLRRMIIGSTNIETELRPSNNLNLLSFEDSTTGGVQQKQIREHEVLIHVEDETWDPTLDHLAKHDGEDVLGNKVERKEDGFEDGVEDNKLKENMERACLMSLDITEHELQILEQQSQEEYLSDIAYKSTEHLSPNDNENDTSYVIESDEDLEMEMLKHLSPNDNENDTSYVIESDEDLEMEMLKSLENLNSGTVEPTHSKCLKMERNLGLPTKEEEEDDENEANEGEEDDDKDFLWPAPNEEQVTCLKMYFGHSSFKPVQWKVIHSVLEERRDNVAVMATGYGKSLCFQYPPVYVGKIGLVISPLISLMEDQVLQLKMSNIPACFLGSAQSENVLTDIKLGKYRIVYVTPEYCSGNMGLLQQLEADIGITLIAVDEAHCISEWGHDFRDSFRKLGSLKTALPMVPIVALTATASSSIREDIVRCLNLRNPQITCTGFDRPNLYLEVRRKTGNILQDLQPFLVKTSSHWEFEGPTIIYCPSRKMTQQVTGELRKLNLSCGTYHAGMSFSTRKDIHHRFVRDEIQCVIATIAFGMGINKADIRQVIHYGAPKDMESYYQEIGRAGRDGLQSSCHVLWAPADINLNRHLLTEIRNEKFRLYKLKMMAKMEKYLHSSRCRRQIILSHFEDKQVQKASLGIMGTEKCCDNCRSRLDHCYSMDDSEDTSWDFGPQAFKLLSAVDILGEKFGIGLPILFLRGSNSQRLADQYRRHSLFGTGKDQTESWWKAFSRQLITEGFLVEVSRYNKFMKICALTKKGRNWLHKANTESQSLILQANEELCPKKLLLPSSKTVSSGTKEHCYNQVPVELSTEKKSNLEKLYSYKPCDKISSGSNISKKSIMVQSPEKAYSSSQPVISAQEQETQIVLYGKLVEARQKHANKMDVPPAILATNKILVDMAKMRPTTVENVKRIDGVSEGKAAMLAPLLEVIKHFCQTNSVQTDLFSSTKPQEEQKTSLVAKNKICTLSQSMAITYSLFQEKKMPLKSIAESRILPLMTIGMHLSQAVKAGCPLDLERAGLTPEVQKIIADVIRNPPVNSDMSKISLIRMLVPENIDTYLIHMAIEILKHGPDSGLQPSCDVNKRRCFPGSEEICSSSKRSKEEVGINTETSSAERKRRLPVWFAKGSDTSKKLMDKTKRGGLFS
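Primary qHTS, 1536-well format. 20 nM WRN + compound, 15 min RT; start with 100 nM forked fluorophore/quencher duplex, 2 mM ATP (final); kinetic read ex 525/em 598 nm.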
IL1B secr inh = qHTS for Inhibitors of Inflammasome Signaling: IL-1-beta AlphaLISA Primary Screen; THP-1 LPS/ATP IL-1B secretion, AlphaLISA, 16 h; active compounds read low; activity change, % at 57.5 µM; 360,000 compounds, 4.7% hits; AID 743279, 2014; in the data active = activity change below about -50%; inconclusive = mostly about -30% to -49%; note: % is set by controls: 0 for no effect and ±100 for the full control effect
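Secreted IL-1B measured by AlphaLISA bead assay after 16 h compound exposure of THP-1 cells; compounds (final up to 57.5 uM) added 1 h before LPS (250 ng/mL) and ATP (1.25 mM) stimulation; lower signal means less secretion.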
KB-V1 cytotox = qHTS assay for MDR1-selective chemotherapeutics: Primary screen using the drug-selected MDR subline cells KB-V1; KB-V1 MDR cells viability, CellTiter-Glo, 72 h; 400,000 compounds, 3.4% hits; Potency, µM (series often up to 46.1 µM), for inactives: top-dose activity change, negative = cytotoxicity, hits mostly cytotoxic; AID 1347076, 2019; note: potency is the fitted concentration of half-maximal effect; % is set by controls: 0 for no effect and ±100 for the full control effect; nearly all actives have a fitted effect of over 60% in size
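Cytotoxicity via CellTiter-Glo luminescence after 72 h compound exposure at 37 degrees C. Cells: drug-selected KB-V1 line, DMEM phenol-red free plus 10% FBS. Compounds tested at multiple concentrations; normalized data fitted to concentration-effect curves.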
SW480 rerep = A quantitative high throughput screen for small molecules that induce DNA re-replication in SW480 colon adenocarcinoma cells | 340,000 compounds, 1.8% hits | SW480 DNA re-replication, Hoechst DNA content imaging, 48 h | Potency, µM (highest dose often 46.1 µM), without a hit: at the highest dose re-replication activation, most hits filed as activators; note: potency is the fitted concentration of half-maximal effect; % of control where 0% means no effect; nearly all actives have a fitted effect of over 55% in size
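Compounds, transferred as 23 nL by pin tool, were incubated with cells for 48 hr; DNA content per nucleus was then quantified by Hoechst staining and fluorescence plate imaging.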
MCF10A rerep = A quantitative high throughput screen for small molecules that induce DNA re-replication in MCF 10a normal breast cells. MCF 10A DNA re-replication, Hoechst nuclear intensity, 48 h. AID 624296, 2012. Potency, µM (top dose mostly 46.1 µM), without a hit: at the top dose activity, positive = re-replication, actives largely listed as activators. 350,000 compounds, 2.9% hits; note: potency is the fitted concentration of half-maximal effect; % of control where 0% means no effect; nearly all actives have a fitted effect of over 50% in size
HT1080-NT tox = qHTS for induction of synthetic lethality in tumor cells producing 2HG: qHTS for the HT-1080-NT fibrosarcoma cell line; HT-1080-NT fibrosarcoma viability, CellTiter-Glo ATP luminescence, 48 h; Potency, µM (highest dose often 46.1 µM), inactives show at the top dose activity, negative = less viability, hits mostly cytotoxic; 360,000 compounds, 1.6% hits; AID 686970, 2013;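 note: NT is the 2HG producing partner of a matched IDH1 knockdown line; potency is the fitted concentration of half-maximal effect; 0% = DMSO-treated cells and -100% = media-only wells without cells; nearly all actives have a fitted effect of over 55% in size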
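750 cells/well, RPMI + 5% FBS; 2 h settle, compound pin-transfer, 48 h at 37 degrees C. CellTiter-Glo 10 min RT, luminescence. Normalized to DMSO and media-only wells.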
Starred values were filed as active, the others as inactive; ? = inconclusive; . = not tested or not shown; & = joins results of further samples; [ ] = dose if it differs, or a comment. Unless noted, calls come from the whole dose curve; as a rule, active = well fitted curve in the direction sought with a large enough effect; inconclusive = small, poorly fitted or top-dose-only effect, or another doubt; inactive = no such curve, though single readings can be large; an effect the other way counts as inactive or inconclusive.

| SMILES | IL1B secr inh | HT1080 IDH1KD tx | MCF10A rerep | WRN inhibitor | SW480 rerep | HT1080-NT tox | KB-V1 cytotox | KB-3-1 cytotox | ATXN2 expr inh |
| --- | --- | --- | --- | --- | --- | --- | --- | --- | --- |
| CCN(Cc1nc2cc(Cl)ccc2c(=O)[nH]1)C(=O)COc1ccccc1Cc1ccccc1 | -1 | -22% | ? | 0% | -5% | 2%[9.24 µM] | -6% | 0% | -2% |
| O=C(COC(=O)CSc1ccc(Cl)cc1)Nc1ccccc1 | 6 | -6% | ? | -1% | -16% | -4% | ? | -6% | -14% |
| CC(C)(C)OC(=O)N/N=C/c1ccc(C(=O)O)cc1 | 5 | 20% | 3% | 5% | 1% | 10% | 0% | 15% | 6% |
| O=c1oc(-c2ccccc2[N+](=O)[O-])nc2ccccc12 | 30 | -5% | ? | -30% | -4% | -5% | ? | 11% | 9% |
| O=C(O)c1ccc(Cl)c(S(=O)(=O)Nc2ccc3[nH]c(=O)[nH]c3c2)c1 | 21 | 2% | 2% | -27% | -18% | -7% | -7% | 0% | -6% |
| O=C1C(c2cc(=O)c3ccccc3[nH]2)=C(O)c2ccccc21 | ? | -28% | ? | -33% | 0% | -26% | -18% | -28% | -19% |
| FC(F)(F)COc1nc(N2CCCCC2)nc(N2CCNCC2)n1 | -12 | -3% | -7% | 0% | 3% | -4% | 1% | 3% | -5% |
| CCn1ccc(C(=O)Oc2ccc(Cl)cc2)n1 | 28 | 5% | -2% | 5% | -5% | 3% | 2% | -9% | -15% |
| CC1CCCCN1C(=O)COC(=O)c1cc(-c2cccs2)nn1-c1ccccc1 (stereo not drawn) | 8 | 4% | 13% | 0% | -5% | 10% | 10% | -2% | . |
| Cc1ccc(Nc2nnns2)cc1 | -19 | 13% | -5% | -22% | -5% | 8% | 19% | 4% | 1% |
| COc1cccc(NC(=O)c2cnn(-c3ccccc3)c2C)c1 | -17 | -17% | 0% | 0% | -5% | -4% | -15% | -29% | 7% |
| Cc1ccnc2nc(C(=O)OCC(=O)Nc3ccc4c(c3)OCCO4)nn12 | 5 | 11% | 2% | 4% | -4% | 10% | 1% | 0% | 9% |
| Cc1csc(=O)n1CCC(=O)OC(C)C(=O)NCc1ccccc1 (stereo not drawn) | -16 | 0% | 0% | 4% | ? | 0% | 8% | 2% | -4% |
| COC(=O)Cc1ccc(NC(=S)NC2CC2)cc1 | 6 | 6% | 1% | -14% | -5%[9.22 µM] | 7% | 0% | 29% | 21% |
| Cc1ccc2oc(=O)n(Cc3ccccc3)c2c1 | 43 | 0% | -14% | 7% | 5% | -5% | 5% | 2% | 1% |
| O=C1CN(C(=O)COc2ccc(F)cc2Cl)c2ccccc2N1 | 0 | 25% | 6% | -4% | 5% | -1% | ? | -8% | . |
| N#Cc1ccc(NC(=O)NN2CCCCCC2)cc1 | -14 | 5% | 6% | -4% | 2% | 6% | 3% | -2% | 0% |
| CCOCCCNC(=O)CN1C(=O)/C(=C\c2ccc(C)cc2)Sc2ccccc21 | 2 | 2% | ? | 10% | 8% | 2% | 4.6µM* | -5% | -2% |
| CN(C)C(CNC(=O)CCCN1C(=O)c2cccc3cccc(c23)C1=O)c1ccccc1 (stereo not drawn) | ? | -11% | 6% | 17% | -2% | -2% | -1% | 0% | -25% |
| COc1ccc(OCCN2C(=O)c3cccc(N)c3C2=O)cc1 | 39 | -6% | ? | -3% | ? | -6% | -4% | -15% | 60%[activator] |
| C/C(=N\NS(=O)(=O)c1ccc(Br)cc1)c1ccc2c(c1)OCO2 | 26 | 0% | 11% | -11% | 0% | 4% | . | . | 6% |
| CN(C(=O)c1ccc(NC(=O)Cc2ccc(NC(=O)C3CCN(C(=O)C4CCC4)CC3)cc2)cc1)C1CC1 | ? | 13% | 20% | 4% | -7% | 14% | 16% | 4% | 2% |
| CC(Oc1ccccc1)C(=O)OCC(=O)Nc1sccc1C(N)=O (stereo not drawn) | 6 | 13% | 1% | -9% | -2% | 7% | -4% | 5% | -5% |
| CCCCOc1ccc(C(=O)NCC(=O)NCC2CCCO2)cc1 (stereo not drawn) | 15 | 14% | 0% | -3% | 3% | 9% | . | . | 9% |
| COc1ccc(/C=C2\Oc3cc(OC(=O)N4CCOCC4)ccc3C2=O)cc1 | -1 | 5% | 6% | 0% | -18% | 6% | -16% | 5% | . |
| O=S1(=O)C=C(SCCN2CCCCC2)c2ccccc21 | ? | 15% | ? | 6% | -1% | 11% | -6% | -8% | 52%[activator] |
| CC(C(=O)O)(C1CCCCC1)C1(O)CCCCC1 (stereo not drawn) | 11 | -2% | . | 1% | . | 27% | 2% | 0% | 6% |
| O=C(OCc1cc(=O)oc2cc(O)ccc12)c1cc(S(=O)(=O)N2CCOCC2)ccc1F | -103* | -7% | -6% | 3%[11.6 µM] | -66% | -23% | -1% | -3% | -9% |
| CCN1C(=O)C(=O)N(CC(=O)Nc2ccccc2OC(F)F)C1=O | 9 | 2% | -2% | 4% | 1% | 11% | 4% | 7% | . |
| CCN1CCN(C(=O)c2ccc(COc3ccc(Cl)cc3)o2)CC1 | -6 | -1% | 2% | 1% | -4% | -13% | -24% | -2% | 5% |

(further entries)
| SMILES | IL1B secr inh | HT1080 IDH1KD tx | MCF10A rerep | WRN inhibitor | SW480 rerep | HT1080-NT tox | KB-V1 cytotox | KB-3-1 cytotox | ATXN2 expr inh |
| --- | --- | --- | --- | --- | --- | --- | --- | --- | --- |
| CCNc1nc(NCC)nc(Oc2ccc(C(=O)OC)cc2)n1 | 18 | -1% | -2% | 5% | ? | 0% | 1% | 4% | . |
| O=C(Nc1ccccc1)C1=C[C@@H](c2ccc(Br)cc2)C[C@@H](OCc2ccc(CO)cc2)O1 | 1 | -24% | 16% | -14% | -5% | -12% | -25% | ? | 0% |
| CC(C)(C)C(=O)CN1C(=O)NC2(CCOc3ccccc32)C1=O (stereo not drawn) | 2 | -6% | 5% | -35% | -4% | -8% | -14% | 11% | 3% |
| COc1c(O)ccc(/C=N/NC(=O)c2ccc3c(c2)OCCO3)c1[N+](=O)[O-] | 15 | -26% | -11% | -10% | 6% | ? | 10% | 2% | 53%[activator] |
| C=CCOc1ccc2ccccc2c1/C=N/O | 2 | -2% | 6% | -1% | 2% | 1% | 15% | -2% | 5% |
| O=C(Cn1cnc2ccccc21)N/N=C/c1ccccc1 | 0 | -1% | -3% | 4% | -10% | -4% | -7% | -4% | -9% |
| O=C1c2ccccc2C(=O)N1CCSC(=S)N1CCOCC1 | -17 | 10% | 0% | -10% | -2% | 5% | 5% | 1% | 14% |
| COc1ccc(NC(=O)Nc2ccccc2F)c([N+](=O)[O-])c1 | -3 | 3% | -3% | 8% | 0% | 3% | -8% | -2% | . |
| O=c1ccc2ccccc2n1Cc1cccc(F)c1 | 11 | 5% | 0% | -4% | ? | -15% | 7% | 1% | . |
| CN(c1ccc(C(=O)N2CCN(Cc3ccccc3)CC2)cc1)S(=O)(=O)c1ccccc1 | ? | -11% | 12% | 7% | -9% | -16% | -16% | 0% | -27% |
| COc1ccc(-c2cc(C(=O)NCCCN3CCCC3=O)c3ccccc3n2)cc1 | -9 | -2% | 13% | 16% | 1% | -2% | ? | 0% | 10% |
| CC1=C(C(=O)NCc2ccccc2)C(c2ccc(C)o2)n2ncnc2N1 (stereo not drawn) | 30 | 8% | 7% | 1% | -1% | 6% | 5% | 9% | 2% |
| O=C(Nc1ccc2sc3ccccc3c(=O)c2c1)c1ccccc1Cl | 2 | -12% | ? | -11% | ? | -6% | -3% | ? | 47%[activator] |
| CCOc1ccc(S(=O)(=O)N2CCCCC2)cc1NC(=O)CCc1ccc(OC)cc1 | 3 | -1% | ? | -20% | 7% | 4% | . | . | -3% |
| Cc1ccnc2ccc(-c3nc4ccccc4o3)cc12 | -12 | -10%&3% | ? | 12% | -3% | -1%&0% | -20% | ? | 106%[activator] |
| Nc1ccc2c(c1)C(=O)c1ccc(Cl)cc1-2 | -20 | -8% | 8% | 0% | -3% | -15% | 7% | 6% | 0% |
| Cc1ccccc1C(=O)Nc1ccnn1C1CCN(CC2CC=CCC2)CC1 (stereo not drawn) | 26 | 1% | 1% | -16% | 19% | -16% | -19% | 1% | -8% |
| CC(C)Oc1ccc(C(CC(=O)NCCCN(C)C)c2ccc(F)cc2)cc1 (stereo not drawn) | 7 | -19% | 15% | -1% | -3% | -17% | -20% | 14% | -7% |
| CSc1ccccc1NC(=O)c1ccccn1 | -22 | 5% | 0% | -3% | ? | 5% | -12% | 2% | 31% |
| COc1ccccc1Nc1nc2ccc(C)cc2n2cnnc12 | -12 | 5% | -3% | -2% | -12% | -2% | -22% | -4% | . |
| COc1ccc(Oc2nc(-c3ccccn3)ncc2OC)cc1 | -12 | 1% | -9% | 4% | -7% | -2% | 0% | -7% | -17% |
| C[C@@H]1CN([C@@H](C)CO)C(=O)CCCn2nncc2CO[C@@H]1CN(C)C(=O)Nc1ccccc1C(F)(F)F | 17 | 8% | . | -2% | . | 10% | 19% | 2% | -10% |
| C/C(=N/NS(=O)(=O)c1ccc(C)c(C)c1)c1c[nH]c2ccccc12 | 1 | -1% | 20% | 9% | 45% | 2% | 2% | 3% | 1% |
